KDM5B inh: Primary screen for KDM5B Histone Demethylases FDH-coupled qHTS | Lysine-specific demethylase 5B (Homo sapiens), Q9UGL1 | KDM5B demethylase, FDH-coupled NADH fluorescence (FDH is formaldehyde dehydrogenase) | Potency, µM (series often up to 57.7 µM), for inactives: top-dose activity change, negative = inhibition, actives largely listed as inhibitors | actives 2.6% (n = 220,000); active = well fitted inhibition curve with a large enough effect; inconclusive = small, poorly fitted or top-dose-only effect; inactive = no such curve, though single readings can be large or run the other way; note: 0% is about no effect; nearly all actives have a fitted effect of over 70% in size
Target sequence (Q9UGL1 whole entry, looked up): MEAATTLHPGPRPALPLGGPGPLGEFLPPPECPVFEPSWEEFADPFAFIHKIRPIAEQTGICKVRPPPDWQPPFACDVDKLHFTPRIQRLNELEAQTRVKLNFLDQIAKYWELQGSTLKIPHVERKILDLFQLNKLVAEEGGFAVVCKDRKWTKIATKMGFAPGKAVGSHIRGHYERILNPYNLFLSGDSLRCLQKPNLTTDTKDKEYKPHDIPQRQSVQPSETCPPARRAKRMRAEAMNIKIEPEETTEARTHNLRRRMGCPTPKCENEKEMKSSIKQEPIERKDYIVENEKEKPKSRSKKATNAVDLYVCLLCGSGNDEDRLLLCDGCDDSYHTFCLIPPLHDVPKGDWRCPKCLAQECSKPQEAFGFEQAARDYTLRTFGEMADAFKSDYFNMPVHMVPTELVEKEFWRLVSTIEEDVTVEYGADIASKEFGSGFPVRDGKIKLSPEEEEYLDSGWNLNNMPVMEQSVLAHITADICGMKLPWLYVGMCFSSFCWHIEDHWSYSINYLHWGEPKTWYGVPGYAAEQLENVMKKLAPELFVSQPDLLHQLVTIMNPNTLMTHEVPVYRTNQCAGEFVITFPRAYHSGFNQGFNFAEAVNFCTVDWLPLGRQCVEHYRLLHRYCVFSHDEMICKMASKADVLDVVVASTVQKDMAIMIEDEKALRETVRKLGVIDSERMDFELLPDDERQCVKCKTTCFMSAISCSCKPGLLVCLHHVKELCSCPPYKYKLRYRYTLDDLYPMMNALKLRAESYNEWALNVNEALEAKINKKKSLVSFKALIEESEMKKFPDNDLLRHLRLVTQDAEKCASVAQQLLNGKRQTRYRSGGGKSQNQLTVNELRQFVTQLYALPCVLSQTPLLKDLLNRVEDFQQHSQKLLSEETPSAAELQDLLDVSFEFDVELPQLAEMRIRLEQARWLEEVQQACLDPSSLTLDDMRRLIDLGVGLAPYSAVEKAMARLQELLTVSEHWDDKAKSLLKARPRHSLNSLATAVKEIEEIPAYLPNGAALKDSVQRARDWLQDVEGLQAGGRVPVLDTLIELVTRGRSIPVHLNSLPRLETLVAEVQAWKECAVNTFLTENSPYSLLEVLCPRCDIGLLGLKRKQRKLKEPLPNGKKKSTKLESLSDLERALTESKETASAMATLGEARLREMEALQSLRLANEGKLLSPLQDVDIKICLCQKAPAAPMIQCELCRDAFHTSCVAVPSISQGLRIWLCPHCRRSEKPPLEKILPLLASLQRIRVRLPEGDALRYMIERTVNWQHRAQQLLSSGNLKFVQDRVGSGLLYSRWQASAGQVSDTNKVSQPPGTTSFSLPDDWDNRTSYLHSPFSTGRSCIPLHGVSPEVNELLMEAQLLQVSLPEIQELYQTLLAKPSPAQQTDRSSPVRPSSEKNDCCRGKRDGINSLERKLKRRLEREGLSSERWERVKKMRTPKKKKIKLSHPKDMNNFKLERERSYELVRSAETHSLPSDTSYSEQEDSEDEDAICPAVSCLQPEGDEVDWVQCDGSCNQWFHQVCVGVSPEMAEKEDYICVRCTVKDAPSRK
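Measured: NADH fluorescence change, 30 min, RT. System: KDM5BΔAP 200 nM final, H3K4me3 peptide, α-KG, Fe(II), ascorbate, NAD⁺ plus FDH, pH 7.5 HEPES. Compounds: titrated, 10 min pre-incubation with enzyme.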
Numbers without * were called inactive; ? = inconclusive; & = joins results of further samples; [ ] = dose if it differs, or a comment. Potency is the fitted concentration of half-maximal effect. Some of the compounds tested. The share of hits here may be higher or lower than overall.

KDM5B inh,Structure
?,CC1(C)CC(=O)C2=C(C1)OC(N)=C(C#N)C2c1c2ccccc2cc2ccccc12 (centres undefined)
7.7%,CCCSc1nc2c(c(=O)n(C)c(=O)n2C)n1CCCc1ccccc1
?,COc1ccc(C(=O)Oc2c(Sc3ccc(Cl)cc3)c(C)nn2C(C)(C)C)cc1OC
?,CCN1CCN(c2nc3c(s2)CN(C(=O)COC)CC3)CC1
12.2%,CC(C)(C)c1csc(Sc2ncccc2[N+](=O)[O-])n1
14.0%,Cc1occc1-c1nnc(SCC(=O)c2cc(C)n(C3CC3)c2C)n1-c1ccccc1
-4.8%,CSc1ncc(C(=O)NCc2ccc(C)cc2)c(-c2ccccc2)n1
6.1%,COc1cccc(CC(=O)N2CCCC(c3nc(CCOCC4CCCC4)no3)C2)c1 (centres undefined)
?,CC(C)OCCCNC(=O)c1nn(C)c2c1CSc1ccccc1-2
?,COC(=O)c1c(NC(=O)C(C)Oc2ccc(Cl)cc2Cl)sc2c1CCCC2 (centres undefined)
?,O=C(NCCCN1CCCCCC1)c1ccc(CC2CCN(C(=O)C3CC3)CC2)cc1
-2.3%,O=C(Nc1cccc(F)c1)N1CCC(Oc2ncccc2C(=O)N2CCOCC2)C1 (centres undefined)
-29.9%,N#Cc1cccc(S(=O)(=O)NCC(=O)NCc2ccc3c(c2)OCO3)c1
-8.3%,CCOC(=O)c1ccc(NC(=O)c2cc(=O)c3cc(C)cc(C)c3o2)cc1
?,N#Cc1cccc(-c2ccnc(N[C@H]3CO[C@H]4[C@@H]3OC[C@@H]4NC(=O)c3ccc4c(c3)OCO4)n2)c1
?,CCOc1ccccc1CN1CCC2(CCN(C(=O)c3ccccc3F)CC2)Oc2ccccc21
-3.2%,Cc1cnc(CC2CCN(C(=O)Cc3cccnc3)CC2)n1Cc1ccc(F)cc1
-12.6%,O=C(CNC(=O)NCc1ccc(C(F)(F)F)cc1)NCC(F)(F)F
-19.5%,CCc1ccc(CN2CC(C(=O)NCc3ccncc3)C3(CCOCC3)C2)cc1 (centres undefined)
15.8µM*,Cc1cc(C)c(CNC(=O)c2nc(Nc3ccccc3)cc3[nH]ccc23)c(=O)[nH]1
-7.9%,O=C(Cc1ccccc1)N(Cc1cccnc1)c1nc2ccc(F)cc2s1
-10.8%,NC(=O)c1ccc(NC(=O)CCC2CCCC2)cc1Cl
-22.7%,COc1cccc2cc(-c3cc(=O)oc4ccc(OS(=O)(=O)c5ccccc5)cc34)oc12
0.6%,CCN(CC)C(=S)SC(C(=O)NC(N)=O)C(C)C (centres undefined)
-9.5%,Cc1ccc(Br)cc1[N+](=O)[O-]
8.2%,CCCCN(C)Cc1c(C)[nH]c2c(C)c(C)ccc2c1=O
-8.5%,CCCS(=O)(=O)NCCc1ncc(C)n1CCOC
28.2µM*,O=C(O)CCc1cc2n(n1)CCCN(C(=O)c1cc3c([nH]c1=O)CCC3)C2
-36.8%,COc1ccc(CNC(=O)CN2C(=O)COc3ccc(S(=O)(=O)N4CCOCC4)cc32)cc1
?,Cc1cc(C)cc(-n2ccnc2SCC(=O)Nc2ccccc2F)c1
5.4%,C[S+](=O)([O-])N1Cc2ccccc2CC12CN(C(=O)c1ccc(Cl)nc1)C2
-23.1%,O=C(NCC1Cn2cccc2C(=O)N1Cc1ccccc1)c1ccsc1 (centres undefined)
-1.2%,O=C1CCN(C(=O)/C=C/c2cc(Br)ccc2F)CC1
?,COc1ccc(CCCNC(=O)c2ccc(N3CCC(N(C)C)C3)nc2)cc1 (centres undefined)
-2.6%,CCCN(CC1CCOC1)C(=O)Nc1cccc(C)c1C (centres undefined)
-7.4%,COc1ccccc1N1CCN(C(=O)c2cnn(-c3cccc(Cl)c3)c2C2CCN(C(=O)OC(C)(C)C)CC2)CC1
-18.5%,CN(C)c1ccc(CNC(=O)c2sc3ncccc3c2-n2cccc2)cc1
-3.0%,Cc1c(CNC2CCCCCC2)c(C(=O)O)c(C)n1Cc1ccc(F)cc1Cl
-4.7%,Cc1ccc(Nc2nc(-c3cnc(N4CCCCC4)nc3C)cc(=O)[nH]2)cc1C
-4.3%[86.2 µM],Cc1cc2nc(CO[C@H]3CN(Cc4nccn4C)C[C@H]3F)[nH]c2cc1C
-9.7%,CN(C)c1ccc(C(CNC(=O)/C=C/c2ccco2)c2c[nH]c3ccccc23)cc1 (centres undefined)
9.3%,OCc1ccccc1-c1nc2ccccc2s1
13.3%,Fc1cccc(CN2CCC(N3CC(OCC4CC4)C34CCCCC4)CC2)c1 (centres undefined)
?,COc1ccc2c(C)c(CC(=O)NCCN3CCOCC3)c(=O)oc2c1C
-22.0%,COc1cc(NS(=O)(=O)c2ccccc2Br)c(C(=O)O)cc1OC
-5.4%,Cc1cccc(NC(=O)Cn2cnc3c2c(=O)n(C)c(=O)n3C)c1C
-12.8%,CN(C)c1cccc(C(=O)N2CCCN(c3cc(-c4ccccc4)[nH]n3)CC2)c1
-12.1%,Cc1cc(Cl)ccc1S(=O)(=O)N(C)CC1CCOC1 (centres undefined)
-13.1%,Cn1c(=O)c2c(nc(N3CCCCCC3)n2Cc2cccc(Br)c2)n(C)c1=O
2.3%,O=C(Cn1ncc2c(Cl)cccc21)NCc1cccc(Cl)c1
-8.9%,Cc1nc(-c2cccc(Cl)c2)n(CC(=O)Nc2ccc(F)cc2)c(=O)c1CCO
12.1%,Cc1ccc(/C=N\NC(=O)c2cccs2)s1
28.1%[86.2 µM],COCc1cc(C[C@@H]2CC[C@H](O)[C@@H](CNC(=O)NC(C)C)O2)no1
1.4%,O=C(NC1CCCN(c2cc(-c3ccccc3)[nH]n2)C1)c1ccc(Cl)cc1 (centres undefined)
19.0%,O=C(OCc1ccc(Cl)cc1Cl)c1ccccc1Oc1ccccc1
0.9%,Cc1ccc(C(=O)Oc2cccc(Cl)c2)cc1
5.6%,CC(=O)c1ccc(NC(=O)CCc2c(C)nn(-c3ccc(N4CCOCC4)nn3)c2C)cc1
2.2%,CC(C)c1cccc(NC(=O)CC2(C(=O)O)CCCC2)c1
?,O=C1NCCCCCN(Cc2cn[nH]c2-c2ccccc2)[C@H]2CCC[C@@H]12
14.6%,O=C1CSc2ccc(C(=O)NNC(=O)c3ccc(COc4ccccc4)o3)cc2N1

The listing continues.
KDM5B inh,Structure
?,O=C(Cn1c(-c2cccs2)cc2ccccc21)NCCCN1CCN(c2ccc(F)cc2)CC1
-5.9%,CC(C)(C)CC1CCCN1C(=O)CCc1nc2ccccc2c(=O)[nH]1 (centres undefined)
7.1%,Cn1nccc1C(=O)N1CCC(N2CC(OCC3CC3)C23CCOCC3)CC1 (centres undefined)
-6.9%,Cc1[nH]c2ccccc2c1C(C(=O)O)N1CCN(C(c2ccccc2)c2ccccc2)CC1 (centres undefined)
?,CN(C)S(=O)(=O)c1cc(NC(=O)CNCc2ccc(F)cc2)ccc1Cl
25.9%,CC(OC(=O)C1CCC1)C(=O)c1c[nH]c2ccccc12 (centres undefined)
?,CCc1ccc2cc(-c3ccc(C)c(C)c3)cn2c1
?,CCN1CCN(C(=O)c2[nH]c3ccc(OC)cc3c2C)CC1
25.3%,Cc1ccc(NC(=O)Cc2nn(C)c(=O)c3ccccc23)cc1C
?,Fc1cccc(Cl)c1C1NC(=S)NC2=C1CCc1ccccc12 (centres undefined)
?,Cc1ccc(C)c(N2CCN(C(=O)CCn3c(=O)[nH]c4ccccc4c3=O)CC2)c1
11.3%,Cc1ccccc1-c1nc2ccccc2s1
-14.1%,O=C(O)CCC(=O)N1N=C(c2ccccc2)CC1c1ccc2nccnc2c1 (centres undefined)
-6.6%,Cc1ccc(CN2CCC(N3CCCC(C(=O)NCCc4ccccc4)C3)CC2)o1 (centres undefined)
28.2µM*,Cc1nn(C)cc1C(=O)N1CCC2(CC1)CN(c1ncccn1)CC2CO (centres undefined)
18.5%,CCC(C)c1ccc(NC(=O)CSc2ncnc3ccccc23)cc1 (centres undefined)
-2.2%,O=C1CCN(Cc2cccnc2)CCCC(C(=O)NCCCN2CCOCC2)CCN1 (centres undefined)
-25.1%,CCN(CC)CCC(=O)Nc1c(C(=O)OC)[nH]c2ccccc12
18.7%,Cc1cc(C)cc(NC(=S)NCC(C)(C)N2CCOCC2)c1
-22.1%,CCN(C(=O)CSc1nc2ccccc2n1CC(=O)Nc1ccc(F)cc1F)c1ccccc1
-9.1%[86.2 µM],CC(C)CN(CC(C)C)C[C@H]1O[C@H](Cc2cc(COc3ccccc3)on2)CC[C@@H]1O
?,CCOC(=O)c1cnc(Nc2cccc(F)c2)c2ccccc12
13.8%,CN1C(=O)CCC2(CNC(=O)c3nn(C)c4ccccc34)CCC=C12 (centres undefined)
-3.6%,CCn1nc(C(=O)OC(C)C(=O)Nc2cccc3ccccc23)c2ccccc2c1=O (centres undefined)
-26.1%,CN(C)c1cccc(C(=O)N2CCC3(CC2)NC(=O)N(Cc2ccccc2)C3=O)c1
?,C/C(=N/NC(N)=S)C1=CC(C)(C)CCC1
13.1%,COc1ccccc1C(=O)Oc1ccc(Cl)cc1
?,Cc1noc(C)c1-c1cc2c(c(-c3ccccc3Oc3ccccc3)c1)C(=O)N(C)C2
-12.9%,CN(C)c1ccc(CNC(=O)C(Cc2ccccc2)NS(=O)(=O)c2ccc3c(c2)oc(=O)n3C)cc1 (centres undefined)
-16.3%[86.2 µM],Cc1cc(C(=O)N[C@H]2[C@H](O)[C@H](O)C[C@@H]2c2cccnc2)n(C)n1

A few values from above.
KDM5B inh, CN1C(=O)CCC2(CNC(=O)c3nn(C)c4ccccc34)CCC=C12 (centres undefined) reads 13.8%
KDM5B inh, CCn1nc(C(=O)OC(C)C(=O)Nc2cccc3ccccc23)c2ccccc2c1=O (centres undefined) reads -3.6%

Arranged by formula weight (smallest number first): some entries from above
KDM5B inh,Structure
-12.1%,Cc1cc(Cl)ccc1S(=O)(=O)N(C)CC1CCOC1 (centres undefined)
-16.3%[86.2 µM],Cc1cc(C(=O)N[C@H]2[C@H](O)[C@H](O)C[C@@H]2c2cccnc2)n(C)n1
?,CC(C)OCCCNC(=O)c1nn(C)c2c1CSc1ccccc1-2
28.2µM*,Cc1nn(C)cc1C(=O)N1CCC2(CC1)CN(c1ncccn1)CC2CO (centres undefined)
?,COc1ccc(CCCNC(=O)c2ccc(N3CCC(N(C)C)C3)nc2)cc1 (centres undefined)
?,Cc1noc(C)c1-c1cc2c(c(-c3ccccc3Oc3ccccc3)c1)C(=O)N(C)C2
?,COc1ccc(C(=O)Oc2c(Sc3ccc(Cl)cc3)c(C)nn2C(C)(C)C)cc1OC

3 entries out of the list above, arranged by the number in KDM5B inh, falling.
KDM5B inh,Structure
-3.6%,CCn1nc(C(=O)OC(C)C(=O)Nc2cccc3ccccc23)c2ccccc2c1=O (centres undefined)
-12.9%,CN(C)c1ccc(CNC(=O)C(Cc2ccccc2)NS(=O)(=O)c2ccc3c(c2)oc(=O)n3C)cc1 (centres undefined)
-26.1%,CN(C)c1cccc(C(=O)N2CCC3(CC2)NC(=O)N(Cc2ccccc2)C3=O)c1

(cont.)
KDM5B inh,Structure
-3.0%,O=C1[C@@H]2C[C@@H](CN2Cc2ncc[nH]2)Oc2ccccc2N1Cc1ccc(OC(F)(F)F)cc1
30.2%,COc1ccccc1C(=O)NCCC(=O)NCCOc1ccccc1
-25.8%,CCOc1cc(CNC(=O)c2ccc3nc(C(C)C)oc3c2)cc(OCC)c1OCC
7.3%&-17.3%,Cc1ccc(N2CCN(c3c(CN4CCCC4)c(=O)oc4ccccc34)CC2)c(C)c1
33.8%[activator],O=C(c1ccc[n+]([O-])c1)N1CCC2(CCCN(CC3CCCCC3)C2=O)C1 (centres undefined)
?,COCCN1CCCCCC(O)c2cc(C(=O)NCCCN3CCCc4ccccc43)ccc21 (centres undefined)
?,CCC(C)NC(=O)[C@H]1N2C(=O)c3c(ccc(OC)c3OC)C2SC1(C)C (some centres undefined)
6.3%,CN(CC(=O)NC(=O)NCc1ccccc1)Cc1ccc(Cl)cc1
-9.1%,Cc1ccc(CSc2nc3c(cnn3CCO)c(=O)[nH]2)cc1
-18.7%,COc1ccc(NC(=O)Cn2cc(S(=O)(=O)c3ccc(C)cc3)c(=O)c3ccccc32)cc1OC
?,COC(=O)c1cc(-c2ccccc2OC)nc2ccccc12
0.0%,CNC(=O)CC1C(=O)NCCN1C(=O)c1cc(COc2ccccc2)[nH]n1 (centres undefined)
11.8%[86.2 µM],Cc1cc(C(=O)N[C@@H]2CCC[C@@H](C(=O)N3CCN(C)CC3)CC(=O)N(C)C2)no1
38.2%[activator],Cc1cc(Br)c2c(c1)C1(OCCO1)C(=O)N2
-8.2%,Cc1ccc2oc(C(=O)N3CCOC34CCN(C)CC4)cc(=O)c2c1
23.2%,CCS(=O)(=O)N1C[C@@H](COc2cccnc2)[C@H](c2ccccn2)C1
-23.6%[86.2 µM],CC(C)C[C@@H](NC(=O)C1=C[C@@H](NC(=O)c2ccco2)[C@@H](O)[C@H](O)C1)C(N)=O
0.1%,O=C1CCC([N+](=O)[O-])C(c2ccc(F)c(Br)c2)N1 (centres undefined)
2.9%,OCC1(CN2CCCC2)CCN(Cc2cc(F)cc(Cl)c2)CC1
3.9%,Cc1cccc(CNC(=O)CCc2conc2-c2ccc(F)cc2)c1
-3.2%,CCCCOCCCNC(=O)N[C@H](C(=O)OC)C(C)CC (some centres undefined)
-1.0%,CCN(Cc1ccccn1)C(=O)c1coc(COc2ccc3c(c2)OCO3)n1
-12.4%,CN1CCCC2(CCN(C(=O)CCc3ccc(Cl)cc3)C2)C1=O (centres undefined)

Screening data deposited in PubChem BioAssay by National Center for Advancing Translational Sciences (NCATS).
